# High-throughput results deposited in PubChem by several laboratories.
# NPY-Y2 antag = antagonists of human neuropeptide Y receptor Y2; NPY-Y2 expressing cells, antagonist mode; 140,000 tested, 0.99% active; inhibition, % at 2.7 µM; AID 793; P49146; in the data active means inhibition above about 17%;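 further: 0% = vehicle with agonist challenge and 100% = reference antagonist with challenge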
# Target sequence (P49146 whole entry, looked up): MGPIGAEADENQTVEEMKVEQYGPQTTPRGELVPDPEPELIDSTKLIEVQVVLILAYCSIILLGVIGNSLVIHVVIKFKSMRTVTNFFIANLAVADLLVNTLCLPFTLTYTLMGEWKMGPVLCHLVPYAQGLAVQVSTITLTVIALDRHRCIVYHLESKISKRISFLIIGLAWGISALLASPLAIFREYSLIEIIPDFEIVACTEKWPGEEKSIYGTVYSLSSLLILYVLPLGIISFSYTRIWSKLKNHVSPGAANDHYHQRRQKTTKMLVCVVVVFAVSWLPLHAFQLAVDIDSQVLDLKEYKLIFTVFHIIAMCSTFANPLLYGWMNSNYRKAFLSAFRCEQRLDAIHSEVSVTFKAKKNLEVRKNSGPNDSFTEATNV
# BB579 growth dn = chemicals that inhibit yeast BB579 growth in restrictive medium (lifespan-shortening candidates); S. cerevisiae BB579 growth, OD615, 48 h; inhibition, % at 10 µM; 140,000 tested, 0.51% active;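 active means inhibition above a set limit, 3 SD over the mean compound inhibition, cut at about 44% in these data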; further: inactives centre near -24
#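 Test system: S. cerevisiae DeaD strain BB579 yeast; Medium: restrictive CSMM-D medium; Compound: one dose, 10 µM compound with 0.25% DMSO; Incubation: 4 h cell preincubation, 48 h compound exposure, 30 °C humidified; Signal: OD at 615 nm; Benchmarks: amphotericin B at 10 µg/mL as positive control.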
# E-sel TNF inh = blocks E-selectin expression induced by TNF alpha; HUVEC TNFa-induced E-selectin immunofluorescence, high content; inhibition, % at 2 µM; 120,000 tested, 0.71% active;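 active means inhibition above the batch mean plus 3 SD, and confirmed as a hit on visual image review, cut at about 43% in these data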;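 further: 0% = TNF-stimulated DMSO wells and 100% = unstimulated control wells; not every result past the cut was called active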
# Measles CPE = protection of cells from measles virus | Measles virus-infected cells, CPE protection, absorbance | protection (pct of control), % at 4 µM | 140,000 tested, 1.5% active | AID 841; in the data active means protection mostly above about 24%, no sharp cut-off; inactive means mostly below about 26%; further: some compounds called inactive have numbers as strong as hits
# bCat KO growth = beta-catenin-lacking colon tumor cell growth suppression | HCT116 beta-catenin knockout viability, CellTiter-Glo, 60 h; stronger effect = lower value | viability, % at 10 µM | 140,000 tested, 1.5% active;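 active means viability at or under a set limit, the compound median less 4 SD, cut at about 6% in these data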;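 further: 0% = Hyamine 1622 control at 20 µM and 100% = untreated cell control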
# PTEN del growth = growth suppressors of cells with PTEN tumor suppressor deletion; HCT116 PTEN-null viability, CellTiter-Glo, 60 h; stronger effect = lower value; viability, % at 10 µM; 140,000 tested, 1.2% active; AID 827;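 active means viability at or below a set limit, 4 SD under the median of all tested compounds, cut at about 3.7% in these data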;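 further: PTEN knockout HCT116 line with beta catenin targeted HCT116 as companion control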
# Phagocyt inh = macrophage phagocytosis inhibition; J774A.1 macrophage IgG-bead phagocytosis, imaging; 110,000 tested, 0.07% active; inhibition, % at 5 µM; AID 1029;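 active means inhibition above the mean of the plate negative controls plus 5 SD, cut at about 13% in these data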;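 further: phagocytic index as fraction of beads internalized from green versus red external bead signal; plate controls were DMSO negative control for no effect and cytochalasin-D positive control for full effect; some results beyond the cut were filed as inactive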
# Yeast life ext = extends the lifespan of yeast | S. cerevisiae growth with nicotinamide, OD615; deaD strain in restrictive glucose medium | inhibition of the nicotinamide effect, % at 10 µM | 130,000 tested, 0.68% active | AID 775;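 active means inhibition above a set limit, placed 3 SD over the median of all compounds, cut at about 26% in these data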;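 further: 0% = nicotinamide-treated wells and 100% = cells grown without nicotinamide; some compounds called inactive have numbers as strong as hits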
#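 assay system = DeaD-strain S. cerevisiae | measured by = absorbance at 615 nm | probe or stimulus = nicotinamide 1.5 mM | buffer or medium = CSMM-D glucose medium, restrictive | times = 48 h at 30 °C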
# GALR2 antag = blocks the human galanin receptor 2; GALR2-expressing cells, antagonist mode; inhibition, % at 4 µM; 140,000 tested, 0.39% active; in the data active means inhibition above about 27%;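 further: cells stimulated with galanin 1-16 at roughly its EC80; 0% = agonist challenge control and 100% = basal control without agonist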
# Target sequence (O43603 whole entry, looked up): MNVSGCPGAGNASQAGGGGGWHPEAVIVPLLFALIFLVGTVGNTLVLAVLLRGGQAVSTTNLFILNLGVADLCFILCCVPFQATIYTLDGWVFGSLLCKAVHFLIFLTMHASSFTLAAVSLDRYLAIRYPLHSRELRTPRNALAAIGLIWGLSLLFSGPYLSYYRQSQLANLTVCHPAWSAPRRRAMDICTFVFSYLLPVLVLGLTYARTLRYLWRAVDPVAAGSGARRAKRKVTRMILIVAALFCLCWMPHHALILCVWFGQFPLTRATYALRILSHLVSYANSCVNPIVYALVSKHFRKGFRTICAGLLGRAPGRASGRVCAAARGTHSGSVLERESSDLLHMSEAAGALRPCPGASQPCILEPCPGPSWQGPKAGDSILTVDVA
# MRP-1 activ = activates MRP-1. H69AR cells + doxorubicin, viability rescue, CellTiter-Glo. viability increase, % at 10 µM. 140,000 tested, 0.61% active;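 active means viability gain under doxorubicin at or above a set limit, the compound median plus 3 SD, cut at about 4.7% in these data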;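 further: MRP-1 overexpressing cells given doxorubicin 25 µM after compound pretreatment; 18-22 h compound pretreatment then 72 h with doxorubicin before readout; 0% = doxorubicin-only wells and 100% = vehicle-treated cells without doxorubicin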
# Active calls of the source: *; . = no result given.
# Below each SMILES – NPY-Y2 antag, BB579 growth dn, E-sel TNF inh, Measles CPE, bCat KO growth, PTEN del growth, Phagocyt inh, Yeast life ext, GALR2 antag, MRP-1 activ
CN(C)S(=O)(=O)c1ccc(N2CCCC2)c(C(=O)Nc2nc(-c3cc(F)ccc3F)cs2)c1
  2, -19, -5, 3, 77, 51, 9, 5, 4, -5.1
COCCCNC(=O)c1sc2ncnc(N3CCc4ccccc4C3)c2c1C
  8, -7, -54, 2, 28, 23, ., ., 3, -4.0
COc1cccc(C2c3c(oc4ccc(F)cc4c3=O)C(=O)N2CCCN2CCOCC2)c1 (stereo unspecified)
  2, -27, -14, 5, 94, 83, 0, -7, 18, -1.1
S=c1[nH]nc(-c2ccco2)n1/N=C/c1ccc(Br)s1
  3, -46, -51, 2, 97, 103, ., -17, 5, -0.3
c1ccc(C[n+]2csc3ccccc32)cc1
  3, 1, 25, 8, 99, 104, ., -18, -4, -2.0
CCCCc1ccc(NC(=O)COCC)cc1
  0, -20, -11, 7, 92, 96, 0, -5, -21, -3.2
CCCCN(C)S(=O)(=O)c1c(C)[nH]c(=O)[nH]c1=O
  -1, -33, -2, 7, 110, 99, -2, -3, -2, -0.3
CCOC(=O)c1c(CN(C)C)n(C)c2ccc(OC(C)=O)cc12
  1, -44, 2, 11, 81, 83, 0, -15, 2, -2.6
Cc1cc(C)c(NC(=O)Nc2ccccc2)c(Cl)c1
  0, -9, -8, 4, 99, 98, -5, 2, 0, 0.1
CCOC(=O)c1sc(N(C)C)nc1-c1ccccc1
  2, -40, -28, 6, 92, 108, ., ., 2, -0.8
FC(F)(F)c1cc(C(F)(F)F)c2ccc(N3CCN(c4ncccn4)CC3)nc2n1
  -1, -23, ., 5, 55, 64, -4, -5, -15, -4.8
O=C(Nc1cccc(Br)c1)/C(=C\c1cccnc1)NC(=O)c1ccco1
  -1, -44, -1, 47, 100, 101, ., -10, 7, -3.7
Cc1ccccc1NC(=O)c1ocnc1C
  1, -20, -21, 12, 91, 92, ., -2, 4, -2.0
Cc1cc(C)nc(NC(=O)CCCC(=O)O)c1
  0, 4, -48, 24, 100, 104, ., -9, -8, -0.1
CN(CC1CCCO1)S(=O)(=O)c1ccc(C(=O)Nc2nc(-c3ccccn3)cs2)cc1 (stereo unspecified)
  0, -15, 10, 3, 3.9*, 8, 0, -10, 17, -3.7
COc1ccc(NC(=O)c2cccnc2)c(OC)c1
  2, -66, ., 2, 93, 96, 0, -4, 2, 0.5
Cc1cc2ncc(-c3ncc(C(F)(F)F)cc3Cl)cn2n1
  0, -50, 23, 21, 101, 105, -1, -5, 1, -0.2
O=C(O)C1CCCN1C(=O)c1cncc(Br)c1 (stereo unspecified)
  0, -40, ., 9, 97, 101, 0, 8, 16, 0.0
C=CCn1c(SCC(=O)c2[nH]c(C)c(C(=O)OC)c2C)nc2scc(-c3ccc(OC)c(OC)c3)c2c1=O
  -1, 3, 36, 0, 4.1*, 2.5*, -9, 3, -5, -5.6
O=C(O)CCCC(=O)Nc1cccc2cccnc12
  0, -24, 5, 5, 99, 101, 0, -15, -1, -1.2
Cc1ccsc1C(=O)NC(C)c1ccc2c(c1)OCO2 (stereo unspecified)
  5, 28, -22, 8, 98, 97, ., ., -10, -1.9
Cc1oc(=O)c(NC(=O)c2ccccc2)cc1C(=O)c1ccccc1
  0, -77, 11, 24, 90, 84, ., 15, -1, -2.7
CCOc1cc(/C=N/n2cnnc2)cc(Br)c1O
  -2, -8, -7, 6, 99, 96, -1, 6, 0, -1.3
O=c1ccccn1Cc1ccccc1F
  -3, -14, 26, 10, 92, 98, 0, -4, 3, 0.9
O=C(CNc1cccc(C(F)(F)F)c1)N/N=C/C1CCCCC1
  5, -24, ., 3, 98, 107, -8, 0, 0, -0.2
O=C(Nc1cccnc1N1CCOCC1)c1ccco1
  0, -87, -26, 12, 94, 99, -2, -11, 6, 0.4
Cc1cccc(NC(=O)CSc2nnnn2-c2cccnc2)c1
  2, -13, 15, 27, 91, 95, ., -7, -4, -2.6
CC1=Nc2ccccc2/C1=C/c1sc(=N)n(-c2nccs2)c1O
  1, -17, -64, 5, 3.9*, 2.3*, -1, -3, 4, -5.4
CCc1cccc(NC(=O)Cc2cn(C)c3ccccc23)c1
  0, -39, -20, 18, 92, 80, -3, -4, 3, -2.1
CC(C)(C)c1ccc(-c2cc(C(=O)NNC(=O)Nc3ccccc3)c3ccccc3n2)cc1
  0, -29, -9, 5, 16, 11, 0, 3, 5, -1.8
CC1(C)CC(=O)c2cc(OCC(=O)NCc3cccnc3)ccc2O1
  0, -20, -15, 3, 93, 91, -1, -17, -1, -1.0
COc1ccc2c(CC(=O)Nc3c(C)n(C)n(-c4ccccc4)c3=O)coc2c1
  -1, -37, ., 5, 89, 92, 0, -16, 5, -2.1
COC(=O)CNC(=O)c1nn(-c2cccc(OC)c2)c(=O)c2ccccc12
  3, -28, -37, 44*, 94, 105, -2, -5, -2, -2.0
O=C1CCCc2c1nc(-c1cccc(Cl)c1)n2O
  -1, -37, 24, 21, 96, 99, 1, -3, 9, 0.2
Cn1nc(-c2ccc(Cl)cc2)c2cc(C(=O)NCCN3CCOCC3)sc21
  4, 16, ., 2, 22, 36, 0, -6, 7, -6.1
Cc1occc1C(=O)NC1CCCc2ccccc21 (stereo unspecified)
  3, -50, -13, 13, 85, 89, 0, -7, -4, -0.9
COc1cc2c(=O)n(CC3CCCO3)c(=O)n(CC(=O)Nc3ccc(F)cc3F)c2cc1OC (stereo unspecified)
  12, -56, 5, 22, 100, 100, -1, -5, 3, -0.7
CCCC(=O)N(CCc1ccc(OC)cc1)Cc1nc2ccccc2c(=O)[nH]1
  1, 2, 19, 12, 83, 86, ., -8, 1, -3.6
COC(=O)C1=C(C)N=c2s/c(=C3\C(=O)Nc4ccccc43)c(=O)n2C1c1ccccc1 (stereo unspecified)
  -5, -18, 22, 28, 98, 94, ., -2, -1, -4.0
Cc1ccc(Nc2ncnc3nc[nH]c23)cc1Cl
  -3, -28, 19, 3, 90, 91, 0, 3, -4, -1.6
CCN1C(=O)c2cccc3c(S(=O)(=O)Nc4ccccn4)ccc1c23
  2, -45, 0, 5, 57, 58, ., -6, 7, -2.0
COc1ccccc1CNC(=O)c1ccc(Br)o1
  0, -40, -33, 8, 89, 96, ., 0, -11, -0.7
CCC(c1nc2ccccc2c(=O)n1CCN1CCOCC1)N1C(=O)c2ccccc2C1=O (stereo unspecified)
  -1, -18, 3, 14, 95, 102, -2, -8, 17, -2.4
CCCC(c1nnnn1Cc1ccccc1)N1CCN(c2ccccc2OC)CC1 (stereo unspecified)
  8, -12, 8, 5, 74, 80, 0, -13, 3, -2.6
Cc1cccc(N(CC(=O)Nc2ccccc2-c2ccccc2)S(=O)(=O)c2ccccc2)c1C
  0, -11, ., 4, 63, 80, ., 5, -1, -0.4
COc1ccc(CCn2c(C)cc(C(=O)CSc3nnnn3-c3ccccc3)c2C)cc1
  3, -38, -12, 5, 70, 62, 1, -15, -7, -2.7
CNc1nc(Cl)nc(NC(C)(C)C)n1
  2, -33, 20, 6, 104, 94, ., -17, -12, -2.4
CCCCn1c(SCC(=O)Nc2cc(C)on2)nnc1-c1cccnc1
  1, 12, 1, 5, 90, 88, -1, -17, 15, -1.6
O=C(O)/C=C/C(=O)Nc1ccccc1-c1ccccc1
  1, -1, -64, 7, 101, 104, ., -1, 19, 2.8
Cc1ccc(F)cc1NC(=O)c1cccc(N(C)C)c1
  2, -71, ., 5, 93, 103, 1, -15, -5, -0.7
NC(=O)C1CCN(Cc2nc3cc(Cl)ccc3c(=O)[nH]2)CC1
  3, -32, 3, 22, 82, 89, -1, -11, 2, -2.2
CC(C)OC(=O)c1c(NC(=O)c2ccco2)sc2c1CCCC2
  6, -21, -11, 13, 94, 98, ., ., -6, -0.4
COCCOCCOCCC(=O)NC1CC2CCC1(C)C2(C)C (stereo unspecified)
  1, -27, ., 51*, 87, 97, 0, -8, -2, -0.3
CCCn1c(SCC(=O)O)nc2ccccc21
  3, -38, 9, 16, 100, 98, ., -8, -1, -0.6
CC(Sc1nnc(-c2cccnc2)n1-c1ccccc1F)C(=O)N1CCCc2ccccc21 (stereo unspecified)
  1, -35, ., 31, 84, 92, -9, 2, -2, -3.0
COc1ccc(C(=O)N(Cc2ccc(N(C)C)cc2)C2CCS(=O)(=O)C2)cc1 (stereo unspecified)
  -1, -31, -49, 2, 86, 94, 0, -16, 4, -3.0
COc1ccc(NC(=S)Nc2ccc(OCc3ccccc3)cc2)c(OC)c1
  4, -4, -1, 20, 89, 83, -2, -7, -1, -4.3
Cc1coc2c(O)cc3c(c12)OC1(N2CCCCC2)C(=O)NCCCC31 (stereo unspecified)
  3, -36, -19, 4, 2.3*, 3.0*, 0, 5, -1, -4.1
CC/C(=N/NC(=O)c1ccccc1)c1ccc(OCCN2CCOCC2)cc1
  3, -22, -2, 2, 107, 94, -3, 5, -6, -0.7
Cc1nn(C)c(C)c1Sc1ccc(Br)cc1
  8, -22, 4, 4, 65, 72, -2, -9, 5, -1.4

# Following part
# Below each SMILES – NPY-Y2 antag, BB579 growth dn, E-sel TNF inh, Measles CPE, bCat KO growth, PTEN del growth, Phagocyt inh, Yeast life ext, GALR2 antag, MRP-1 activ
O=C(Nc1cccc(F)c1)Nc1ccccn1
  0, -15, -19, 5, 83, 89, ., -13, 14, -0.7
CN(C)S(=O)(=O)N1CCN(Cc2ccccc2)CC1
  0, -33, 10, 11, 90, 100, 0, -5, -13, -1.1
COc1ccc(Oc2c(Cl)cnn(-c3ccc(F)cc3)c2=O)cc1
  0, -50, ., 8, 95, 93, -1, 2, -5, -2.5
O=c1[nH]c(NCCO)nc2ncn(Cc3ccccc3)c12
  4, -25, ., 8, 109, 89, -3, -12, -3, -1.7
CCOC(=O)N1CCN(Cc2ccccn2)CC1
  1, -24, 6, 25, 108, 101, 1, 13, -4, -0.2
O=C(Nc1ccc(C(F)(F)F)cc1)c1cccnc1N1CCOCC1
  3, 10, 8, 4, 95, 91, -1, -5, -1, -1.4
COC(=O)Cc1cc(=O)n2[nH]c(C)c(-c3ccccc3)c2n1
  5, -37, -61, 44, 105, 106, ., -10, 5, -0.7
Cc1cccc2cc3c(NC(=O)C(C)C)nn(C)c3nc12
  -1, -36, -11, 21, 98, 98, 2, -24, 27, -2.0
O=C(c1cccc([N+](=O)[O-])c1)N(c1ccccn1)c1ccccn1
  2, 22, ., 2, 104, 97, -6, 0, -4, 2.4
O=C(Cn1cnc([N+](=O)[O-])n1)N/N=C/c1cccc2ccccc12
  5, -21, ., 20, 94, 95, -4, -5, 0, 1.5
Cc1[nH]n2c(=O)cc(C(C)(C)C)nc2c1-c1ccccc1
  7, -5, -8, 0, 13, 17, 4, -19, -4, -5.5
COc1cc(CN2CCN(S(=O)(=O)c3ccc(NC(C)=O)cc3)CC2)cc(OC)c1O
  2, -11, -14, 21, 86, 96, ., 0, 8, -4.0
CC1CCCC(NC(=O)COC(=O)c2ccccc2Sc2ccccc2C#N)C1C (stereo unspecified)
  8, -19, -3, 6, 69, 59, -9, 0, 2, -2.6
CCCN1Cc2cccc(C(=O)N3CCN(c4ccc(F)cc4)CC3)c2C1=O
  0, -4, ., 8, 87, 96, -1, -4, -3, -1.4
